High-throughput results deposited in PubChem by several laboratories.
Large T inhibition = TAg ATPase/helicase activity blockers – biochemical (AID 1903). one-dose inhibition, % at 20 µM; IC50 in µM for titrated hits. SV40 large T antigen ATPase/helicase inhibition assay; higher % means a stronger effect. 310,000 tested, 0.39% active; in the data active = a potency from the dose series; inconclusive = inhibition mostly from about 32% at the one dose, without a potency; inactive = the rest, 99 in 100 with inhibition below about 32%; also: strong numbers were not always called active
RSV antiviral HEp-2 = RSV antiviral activity via CPE protection, HEp-2 cells, primary 10 µM value included (AID 2391). HEp-2 cells, RSV-induced CPE inhibition; higher % means a stronger effect. CPE inhibition, % at 10 µM, or IC50 in µM where a hit was titrated. 310,000 tested, 0.13% active; in the data active = a potency from the dose series; inconclusive = CPE inhibition mostly from about 23% at the one dose, without a potency; inactive = the rest, 99 in 100 with CPE inhibition below about 21%; also: strong numbers were not always called active
TNAP activators = human TNAP enzyme activators, primary screen, biochemical, luminescent, no phosphate acceptor, uHTS (AID 1001); activation fold at 20 µM, or EC50 in µM where a hit was titrated; 200,000 tested, 0.03% active; purified TNAP, luminescent activation assay, no phosphate acceptor; higher activation fold means a stronger effect; in the data active = activation fold from about 3, or a potency from the dose series; inactive = the rest, 99 in 100 with activation fold below about 1.6; also: many of its hits are not listed in these tables
Myeloid diff 2 = compounds promoting myeloid differentiation. calls only at 10 µM. ER-HoxA9 myeloid progenitors, lysozyme-GFP differentiation, flow cytometry. AID 624256. 360,000 tested, 1% active;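 active = normalized GFP-positive differentiation at or above the plate's own cutoff, the solvent-only control mean plus 3 SD; inconclusive = no clear call, values can overlap the other calls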;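 also: cells exposed to compound for four days before flow analysis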
NTR1 agonist = NTR1-driven beta-arrestin-GFP spot formation – imaging, U2OS cells, high content, primary screen (AID 493036) | agonist mode | 330,000 tested, 0.17% active | activation, % at 20 µM | P30989;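 active = activation at or above 40% of the spot to cytoplasm intensity ratio, with at least 20 cells analyzed; inconclusive = wells under 20 cells, flagged as cytotoxic or low count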;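 also: 0% = DMSO without peptide and 100% = 100 nM NTR1 peptide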
Target sequence (P30989 whole entry, looked up): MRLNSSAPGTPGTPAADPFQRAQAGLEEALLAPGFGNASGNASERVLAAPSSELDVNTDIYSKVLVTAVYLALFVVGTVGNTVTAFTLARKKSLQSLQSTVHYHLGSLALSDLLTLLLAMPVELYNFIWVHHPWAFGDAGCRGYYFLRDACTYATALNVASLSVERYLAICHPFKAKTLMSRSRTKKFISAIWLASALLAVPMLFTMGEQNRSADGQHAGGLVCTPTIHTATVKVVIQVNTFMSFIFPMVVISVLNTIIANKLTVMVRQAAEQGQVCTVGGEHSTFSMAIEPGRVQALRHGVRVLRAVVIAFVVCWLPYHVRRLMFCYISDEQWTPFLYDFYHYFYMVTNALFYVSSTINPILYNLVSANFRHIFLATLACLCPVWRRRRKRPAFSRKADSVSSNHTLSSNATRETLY
K1F lysis inhibition = protection from phage-mediated lysis, alamar blue read-out – E. coli UTI89, K1F phage, bacterial capsule biogenesis inhibitors (AID 488966) | E. coli UTI89 K1F phage lysis, alamar blue, 2 h; higher % means a stronger effect | inhibition, % at 100 µM; hits with a dose series show IC50 in µM | 340,000 tested, 0.02% active;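 active = phage lysis inhibition, versus mean bacterial control, above a set limit; inconclusive = no clear call, values can overlap the other calls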;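 also: capsule biogenesis inhibitors block K1F phage lysis so surviving cells raise fluorescence; higher fluorescence means more inhibition of phage lysis; actives were called in the ten point dose series up to 300 µM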
MgcRacGAP inhibition = MgcRacGAP GTPase-activating activity inhibitors, confirmation, biochemical, ADP Hunter fluorescence; MgcRacGAP-stimulated Rac1 GTP hydrolysis, ADP Hunter fluorescence; higher % means a stronger effect; GST-tagged Rac1 F28L mutant substrate; one-dose inhibition, % at 30 µM; IC50 in µM for titrated hits; 340,000 tested, 0.6% active; AID 624330;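 active = first-screen hits whose inhibition reached a set limit at any dose in the follow-up dose series; inconclusive = inhibition above the set first-screen limit but never retested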;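 also: fluorescence reports GDP produced by GAP-driven GTP hydrolysis; strong numbers were not always called active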
PhoP inhibition = PhoP-dependent GFP reporter repression – Salmonella Typhimurium, primary screen (AID 1863). S. Typhimurium PhoP-regulated promoter GFP reporter, 4 h; higher % means a stronger effect. inhibition, % at 50 µM; hits with a dose series show IC50 in µM. 300,000 tested, 0.16% active;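 active = inhibition over 29.93%, a cutoff 3 SD above the screen mean, later confirmed by dose response; inconclusive = inhibition over 29.93% but no dose response follow-up; inactive = inhibition at most 29.93% or unconfirmed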;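 also: 0% = low Mg2+ inducing control and 100% = high Mg2+ repressing control; strong numbers were not always called active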
T cell modulator = T cell immune modulators affecting CD8 T cell-vesicle binding; 2C CD8+ T cell-vesicle binding, flow cytometry; stronger effect = lower value; calls only at 7 µM; 330,000 tested, 0.068% active; AID 2052;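 active = response, share of CD8 T cells binding vesicles, and their 90th percentile fluorescence all below set limits, cut at about 80% in these data, passing the limit was not always enough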
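System: murine 2C transgenic CD8+ T lymphocytes; also added: QL9-loaded Drosophila micro-vesicles; times: binding 1.5 h at 37 °C; measured by: flow cytometry, PE anti-B7-1 (FL2) versus Alexa647 anti-CD8 (FL8), PFA-fixed; control set: Peptide-free naked vesicles (low) and QL9 vesicles with 0.7% DMSO vehicle (high)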
T cell modulator vesicle-bound % = further read-out of T cell modulator, marked with its call; double positive events, %; measured here: CD8+ vesicle-bound cell fraction;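 binding gate set so that unloaded-vesicle control wells show 10% double positive cells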
NTR1 agonist cell count 20 µM = further read-out of NTR1 agonist, marked with its call; cell count; measured here: cell count, cytotoxicity flag
Myeloid diff 2 GFP+ MAC1+ % = recorded beside Myeloid diff 2, whose call it bears; GFP+ MAC1+ double positive, %; measured here: differentiation confirmed by MAC1 staining
The depositor's hits bear a star; i = inactive; ? = inconclusive; nt = not tested or not shown; + = active, no number; [ ] = another dose, or the depositor's remark. Compounds were not picked by outcome; overall some 2.3% were active at least once.

SMILES	Large T inhibition	RSV antiviral HEp-2	TNAP activators	Myeloid diff 2	Myeloid diff 2 GFP+ MAC1+ %	NTR1 agonist	NTR1 agonist cell count 20 µM	K1F lysis inhibition	MgcRacGAP inhibition	PhoP inhibition	T cell modulator	T cell modulator vesicle-bound %
N=c1n(CCN2CCCC2)c2ccccc2n1CC(O)c1ccco1 (centres undefined)	5%	1.7%	1.1	i	0.9	-1.6	88	0.8%	5%	-9%	i	38
CCn1nc(C(=O)Nc2ccc(Cl)c(S(=O)(=O)N3CCOCC3)c2)c2ccccc2c1=O	nt	nt	nt	i	0.4	4.1	59	0.6%[50 µM]	2%	nt	nt	nt
CCCCCCn1c(N(CC)CC)nc2c1c(=O)[nH]c(=O)n2C	20%	3.5%	1.1	i	0.8	1.1	41	1.1%	10%	8%	i	22
NS(=O)(=O)CCCc1ccccc1	1%	3.5%	nt	i	1.3	0.7	64	1.3%	7%	-7%	i	24
COc1ccc(N2C(=O)[C@H]3CCC=C[C@H]3[C@@H]2c2ccccc2Br)cc1	nt	nt	nt	i	4.9	7.2	50	0.0%	5%	nt	nt	nt
Fc1ccc(-c2nc3ccccc3c3nc4ccccc4n23)cc1	11%	0.1%	1.1	i	0.6	-1.4	50	1.1%	2%	5%	i	57
CC1CC(=O)c2cn3c(nc2C1)nc1ccccc13 (centres undefined)	14%	2.0%	1.1	i	2.3	0.5	73	0.2%	5%	4%	i	36
Cc1cc(C)nc(SCc2cc(=O)c(OC(=O)c3ccc(S(=O)(=O)N(C)C)cc3)co2)n1	22%	1.2%	1.2	i	0.0	2.6	88	0.7%	8%	-11%	i	31
O=C(N/N=C\c1cccc([N+](=O)[O-])c1O)C1COc2ccccc2O1 (centres undefined)	-7%	3.8%	0.5	i	0.7	nt	nt	-5.5%	5%	105µM*	i	46
CCCCn1c(=O)nc2n(-c3ccccc3)c3ccccc3cc-2c1=O	-1%	3.2%	1	i	0.6	2.6	78	-2.2%	4%	-5%	i	2
CCCC(=O)Nc1nnc(SCC(=O)Nc2nc(C)cs2)s1	28%	0.6%	nt	i	0.6	0.4	71	0.3%	10%	-5%	i	5
COc1ccc(CN(C(=O)c2ccc(C)cc2)c2cccc(N)c2)cc1	4%	1.2%	nt	i	1.4	0.8	82	-0.4%	4%	nt	i	33
COc1ccc(Cl)cc1NC(=O)CSc1nnc(CNC(=O)c2cccs2)o1	8%	0.9%	nt	i	1.8	-0.4	64	0.1%	-1%	-5%	i	28
CC(C)Cc1ccc(CN2CCCC(NC(=O)CCN3CCCO3)C2)cc1 (centres undefined)	18%	-0.6%	nt	i	2.5	2.5	61	0.5%	5%	3%	i	42
Cc1ccc(C)c(NC(=S)N2CCC(NC(=O)c3ccc(F)cc3)CC2)c1	6%	0.5%	nt	i	1.4	0.0	59	0.0%	1%	-5%	i	26
O=C(c1ccc(Cl)cc1Cl)N1CCc2ccccc21	13%	0.8%	nt	i	0.2	0.8	59	0.0%	3%	15%	i	14
COC(=O)c1ccc(/C=N/NC(=O)CNc2cccc(C)c2)cc1	10%	1.4%	1	i	0.1	1.6	62	nt	nt	1%	i	66
COC(=O)c1c(NC(=O)CN2CCN(c3ccccc3OC)CC2)c2cc(C)ccc2n1C	9%	0.5%	1.1	i	0.8	6.1	87	1.6%	4%	-2%	i	10
O=S(=O)(CC(O)COc1ccccc1Cl)c1ccccc1 (centres undefined)	-5%	0.9%	0.9	i	0.8	-1.1	49	1.0%	5%	5%	i	52
O=C(Nc1nncs1)c1cccc(S(=O)(=O)N2CCOCC2)c1	0%	-3.1%	1.1	i	0.6	-4.0	92	0.8%	5%	16%	i	55
O=C(CSc1ccccc1)Nc1ccc(S(=O)(=O)NCC2CCCO2)cc1 (centres undefined)	-2%	2.1%	1.1	i	8.4	1.3	60	5.2%	1%	-2%	i	32
Cn1c(=O)c(=O)n(C)c2cc(S(=O)(=O)N3CCN(c4ccccc4F)CC3)ccc21	0%	1.3%	1.1	i	0.8	-0.4	58	-0.1%	6%	-13%	i	44
C[C@@H](CC#N)CN1CC[C@H](C(C)(C)C)CCC1=O	3%	3.9%	nt	i	1.5	-1.9	61	-1.4%	4%	10%	i	49
Cc1ccc(N(C(=O)c2csnn2)C(C(=O)NC2CCCC2)c2cccnc2)c(C)c1 (centres undefined)	0%	-0.8%	nt	i	0.3	1.3	47	0.1%	4%	4%	i	32
O=C(COc1ccc(Br)cc1)NCCCNC(=O)c1ccncc1	3%	1.8%	nt	i	4.8	-0.7	77	0.2%	5%	-3%	i	60

With a hit mark in PhoP inhibition, among the entries above:
Molecule | Large T inhibition | RSV antiviral HEp-2 | TNAP activators | Myeloid diff 2 GFP+ MAC1+ % | MgcRacGAP inhibition | PhoP inhibition | T cell modulator | T cell modulator vesicle-bound %
O=C(N/N=C\c1cccc([N+](=O)[O-])c1O)C1COc2ccccc2O1 (centres undefined) | -7% | 3.8% | 0.5 | 0.7 | 5% | 105µM* | i | 46

Next section.
SMILES	Large T inhibition	RSV antiviral HEp-2	TNAP activators	Myeloid diff 2	Myeloid diff 2 GFP+ MAC1+ %	NTR1 agonist	NTR1 agonist cell count 20 µM	K1F lysis inhibition	MgcRacGAP inhibition	PhoP inhibition	T cell modulator	T cell modulator vesicle-bound %
Cc1cc(OCC(=O)N2CCc3ccccc3C2)c2c(-c3ccccc3)cc(=O)oc2c1	-2%	9.2%	1	i	2.2	10	84	0.5%	-3%	24%	i	52
O=[N+]([O-])c1ccc2[nH]c(O)c(N=Nc3ccc(F)cc3)c2c1	14%	3.8%	nt	+	4.0*	4.2	79	0.4%	4%	-12%	i	36
CC(c1ccccc1)n1c(Cn2ncc3ccccc3c2=O)n[nH]c1=S (centres undefined)	9%	1.3%	1.1	i	0.4	0.5	66	0.2%	10%	3%	i	54
CC(C)C(=O)NC(=S)Nc1ccc(S(=O)(=O)N2CCN(C)CC2)cc1	-4%	0.6%	1	i	0.5	-0.3	52	-0.1%	3%	-3%	i	21
CCCN(CC1CC1)C(=O)CCc1nnc(C(OC)c2ccccc2)o1 (centres undefined)	19%	0.4%	1	i	0.8	-0.4	38	0.2%	6%	1%	i	24
CS(=O)(=O)N1CCN(c2ccccc2NC(=S)NC(=O)c2ccco2)CC1	9%	1.1%	nt	i	1.9	1.0	48	0.6%[50 µM]	4%	-4%	i	30
COc1cc(/C=N/NC(N)=O)cc([N+](=O)[O-])c1O	11%	-0.2%	0.9	i	0.7	1.5	82	0.3%	8%	6%	i	43
Cc1ccc(C(=O)OCC(=O)N2C(C)CCCC2C)s1 (centres undefined)	nt	0.5%	nt	i	0.6	-1.6	93	0.9%[50 µM]	-4%	nt	i	38
Cc1ccc(C)c(OCCn2cc(/C=C(\C#N)C(=O)NCC3CCCO3)c3ccccc32)c1 (centres undefined)	4%	8.4%	1	i	1.3	1.9	81	-0.1%	1%	-8%	i	53
COc1cc(O)c(C(CCN2CCCCC2)c2ccc3c(c2)OCO3)c(OC)c1 (centres undefined)	15%	-1.1%	nt	i	0.2	3.5	88	0.6%	12%	-7%	nt	nt
CN(Cc1cccnc1)C(=O)c1cc(COc2ccc3ncccc3c2)on1	-9%	-1.2%	1	i	1.9	3.6	52	0.7%	9%	-2%	i	40
COc1ccccc1CNC(=O)COc1ccc(S(=O)(=O)N2CCCC2)cc1	10%	2.2%	nt	i	0.9	1.0	59	-0.3%	3%	-1%	i	29
CC(=O)C1=C(O)C(=O)N(c2ccc(O)cc2)C1c1cccc([N+](=O)[O-])c1 (centres undefined)	17%	1.1%	nt	i	0.4	1.9	73	0.1%	7%	4%	i	50
O=C(COc1ccc(Br)cc1Br)NC(=S)N1CCCc2ccccc21	?	1.8%	1	i	1.8	1.5	47	3.2%	8%	2%	i	19
CCN1/C(=C/c2cc[n+](C)cc2)C=Cc2cc(C)ccc21	14%	4.0%	0.6	+	15*	nt	nt	-13%	7%	-16%	i	41
Cc1ccc(-n2nnnc2-c2cccs2)cc1[N+](=O)[O-]	12%	0.0%	nt	i	0.7	-0.7	50	0.6%	4%	nt	i	58
NC(=O)c1ccc(NC(=O)COC(=O)C2CCN(S(=O)(=O)c3cccs3)CC2)cc1	nt	nt	nt	i	0.4	-1.2	89	0.8%[50 µM]	6%	nt	i	54
N#CCn1cnc2c(oc3ccccc32)c1=O	5%	1.3%	nt	i	3.1	0.8	67	0.1%	10%	1%	i	51
Cc1nnc(NC(=O)CSc2nccn2C)s1	-52%	2.0%	1.1	i	0.7	-0.1	73	-0.8%	3%	4%	i	48
Cc1nnc2c3ccccc3c(-c3ccccc3)nn12	nt	8.3%	nt	i	4.9	1.2	47	0.2%	12%	nt	i	36
CC(C)c1onc(C(=O)NCc2ccccn2)c1[N+](=O)[O-]	5%	0.5%	1	i	0.2	3.7	74	0.1%	10%	-2%	i	47
Cc1ccc(OCC(=O)Sc2ccc(C)cc2)cc1	2%	-0.3%	1.2	i	0.9	0.5	47	2.8%	9%	1%	i	7
Nc1ccc(OCc2ccco2)cc1	27%	-0.6%	1.1	i	0.3	0.7	62	0.1%	50µM*	1%	i	37
COc1cc(-c2nc3n(n2)C(c2cccc(OC)c2OC)C2=C(CCCC2=O)N3)cc(OC)c1OC (centres undefined)	4%	-0.8%	1	i	0.7	-0.9	91	0.3%	-3%	5%	i	33
CCN(CC)c1ccc2c(c1)OC(N)=C(C#N)C2c1cccnc1 (centres undefined)	18%	12%	1.1	?	nt	-0.2	44	-0.4%	12%	-66%	i	27
O=C(CCN1C(=O)/C(=C\c2ccccc2Cl)SC1=S)Nc1cccnc1	10%	1.1%	nt	i	0.5	19	36	0.2%	8%	3%	i	53
Cc1csc(NC(=O)c2c(-c3ccccc3)noc2C)n1	4%	0.1%	nt	i	0.4	0.5	40	0.5%	6%	-2%	i	29
COc1ccc(C)cc1-n1nnnc1SCC(=O)NC1CCS(=O)(=O)C1 (centres undefined)	nt	1.2%	nt	i	0.5	-0.4	59	0.6%[50 µM]	3%	nt	i	40
CCC(=O)Nc1nnc(S(=O)(=O)N2CCCc3ccccc32)s1	nt	1.8%	nt	i	5.7	-0.6	62	-1.2%	4%	nt	i	38
